Bioassay records from PubChem BioAssay.
Wnt bcat act = Wnt/beta-catenin pathway activators, primary screen, cell-based, plate reader, single point; Wnt/beta-catenin reporter cell assay, activator; AID 743398, 2014; activation, % at 9.35 µM; 300,000 tested, 1.2% active; in the data active means activation above about 30%, passing the limit was not always enough; inconclusive means no clear call, values can overlap the other calls;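 further: 0% = neutral control wells and 100% = positive control wells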
V-ATPase pHluor = regulators of yeast V-ATPase proton pumping, primary screen, pHLuorin cytosolic pH fluorescence | S. cerevisiae | response, % at 10 µM | 350,000 tested, 0.37% active | AID 504577, 2011; in the data active means response mostly above about 7.3%, no sharp cut-off; inactive means mostly below about 5.4%; further: actives read high; inactives centre near 0; some compounds called inactive have numbers as strong as hits; reference of the scale not given here
* hit, by the source's call; ? = inconclusive.

| SMILES | Wnt bcat act | V-ATPase pHluor |
| --- | --- | --- |
| COc1ccccc1C(=O)Nc1ccnn1C1CCN(C2CCCCC2)CC1 | -1 | -1 |
| C[C@@H]1CN([C@@H](C)CO)C(=O)c2cc(Br)cnc2O[C@H]1CN(C)C(=O)c1ccncc1 | 3 | 2 |
| Nn1c(SCC(=O)NC2CCCC2)nnc1C(F)(F)F | -1 | 3 |
| COc1cc(OC)c(N(C)S(=O)(=O)c2cccc(C(=O)NCc3cccs3)c2)cc1Cl | -1 | 0 |
| CCN(CCn1cccn1)C(=O)c1ccc(OC2CCN(C(=O)CCOC)CC2)cc1 | -3 | 0 |
| O=C(Nc1ccc(Cl)cn1)c1cccc(S(=O)(=O)N2CCCCCC2)c1 | -2 | 1 |
| Cc1ccc([C@H]2C[C@@H](O)[C@H](n3cc(COC(=O)c4ccccc4)nn3)CN2CC2CCCCC2)cc1 | -2 | 0 |
| CCC(C)C(CO)NCCCn1cnc2c(SC)ncnc21 (stereo not given) | -1 | -1 |
| CCN(CC(=O)Nc1ccc(NC(C)=O)cc1)C(=O)C1(c2ccc(Cl)cc2)CCC1 | -1 | 2 |
| C[C@H](CO)N1C[C@H](C)[C@@H](CN(C)S(=O)(=O)c2ccc(Oc3ccccc3)cc2)OCc2cnnn2CCCC1=O | -2 | -1 |
| COc1ccc(CCN2CC(C(=O)NCc3cccc(F)c3)CCC2=O)cc1 (stereo not given) | -2 | -1 |
| Cc1ccc(S(=O)(=O)N2CCN(C(=O)N3CCCCC3)CC2)c(C)c1 | -2 | 1 |
| O=C(OCc1ccccc1)N1CCC2CC1c1cc(/C=C/CCCSc3ncccn3)ccc12 (stereo not given) | 0 | -1 |
| C[C@H](CO)N1C[C@H](C)[C@@H](CN(C)Cc2ccc(C(=O)O)cc2)OCc2cnnn2CCCC1=O | -1 | 1 |
| CC1CCCCC12NC(=O)N(CC(=O)NCc1cccs1)C2=O (stereo not given) | -2 | -5 |
| C#CCN(C[C@@H]1[C@@H](OC(=O)NCc2ccco2)[C@@H](OC(=O)NCc2ccco2)Cn2c(=O)ccc(=O)n21)S(=O)(=O)c1ccc(C)cc1 | -16 | -2 |
| O=C(c1ccoc1)N1CCN(c2cc(-c3ccccc3)nc3cc(-c4ccccc4)nn23)CC1 | -4 | 2 |
| O=C(COc1ccc(F)cc1Br)Nc1ccccc1N1CCCC1 | -3 | 0 |
| Cc1noc(C)c1-c1nc(CS(=O)(=O)c2ccc(F)cc2)no1 | 2 | 2 |
| Cc1cccc(Nc2nc(N)nc(CCl)n2)c1C | 4 | 0 |
| COc1ccc2c(CC(=O)Nc3ccc4nc(N5CCOCC5)sc4c3)coc2c1 | -2 | -1 |
| O=C(COC(=O)CSc1ccccc1)NC1CCS(=O)(=O)C1 (stereo not given) | -1 | -1 |
| O=c1[nH]c2cc([N+](=O)[O-])cc(Cl)c2c2ccccc12 | -4 | -2 |
| O=S(=O)(NCc1ccncc1)c1ccc(F)c(F)c1 | -2 | 0 |
| Nc1nnn(CC(=O)N/N=C/c2ccncc2)n1 | 13 | 0 |
| N#CC1C(=O)NC(=O)C(C#N)C12CCCc1sccc12 (stereo not given) | -4 | 0 |
| O=C(NCc1ccccc1)/C(=C\c1ccc(F)cc1)NC(=O)c1ccco1 | 0 | 0 |
| Cc1cc(=O)c(C(=O)Nc2cccc(C(=O)NC3CC3)c2)nn1-c1ccccc1 | 1 | -1 |
| C=CCSc1nnc(NC(=O)c2ccc3c(c2)OCCO3)s1 | 2 | -3 |
| COc1cccc(/C=N/NC(=O)Cn2cnc3c2c(=O)n(C)c(=O)n3C)c1OC | -1 | 2 |

Shown with each value named: entries from further up.
C[C@H](CO)N1C[C@H](C)[C@@H](CN(C)Cc2ccc(C(=O)O)cc2)OCc2cnnn2CCCC1=O
  Wnt bcat act = -1	V-ATPase pHluor = 1

N#CC1C(=O)NC(=O)C(C#N)C12CCCc1sccc12 (stereo not given)
  Wnt bcat act = -4	V-ATPase pHluor = 0

Cc1cccc(Nc2nc(N)nc(CCl)n2)c1C
  Wnt bcat act = 4	V-ATPase pHluor = 0

C#CCN(C[C@@H]1[C@@H](OC(=O)NCc2ccco2)[C@@H](OC(=O)NCc2ccco2)Cn2c(=O)ccc(=O)n21)S(=O)(=O)c1ccc(C)cc1
  Wnt bcat act = -16	V-ATPase pHluor = -2

An excerpt of these results, field by field:
Cc1cc(=O)c(C(=O)Nc2cccc(C(=O)NC3CC3)c2)nn1-c1ccccc1
  Wnt bcat act: 1
  V-ATPase pHluor: -1
COc1ccc2c(CC(=O)Nc3ccc4nc(N5CCOCC5)sc4c3)coc2c1
  Wnt bcat act: -2
  V-ATPase pHluor: -1
O=C(COC(=O)CSc1ccccc1)NC1CCS(=O)(=O)C1 (stereo not given)
  Wnt bcat act: -1
  V-ATPase pHluor: -1
Cc1noc(C)c1-c1nc(CS(=O)(=O)c2ccc(F)cc2)no1
  Wnt bcat act: 2
  V-ATPase pHluor: 2

Later entries
| SMILES | Wnt bcat act | V-ATPase pHluor |
| --- | --- | --- |
| O=C(C#Cc1ccccc1)c1ccccc1 | -11 | -19 |
| CC(C1SC(=S)NC1=O)C1SC(=S)NC1=O (stereo not given) | -2 | -2 |
| C[C@@H]1CN([C@@H](C)CO)C(=O)CCCn2nncc2CO[C@@H]1CN(C)C(=O)Nc1ccnc(N2CCOCC2)c1 | 0 | -1 |
| CC(C)CC1C(=O)N(Cc2cn(CCC3OCCCO3)nn2)CCS(=O)(=O)N1Cc1ccc(-c2cccc(CO)c2)cc1 (stereo not given) | -1 | 0 |
| Cc1ccc([C@H]2C[C@@H](n3cc(C4CC4)nn3)[C@H](O)CN2C(=O)C2CCCCC2)cc1 | 0 | 1 |
| Cn1c(SCC(=O)NC(=O)Nc2ccccc2)nnc1-c1ccncc1 | 2 | 0 |
| O=C(Nc1cc(S(=O)(=O)N2CCOCC2)ccc1N1CCCC1)c1ccccc1F | -6 | 0 |
| C/C(=N\Nc1nc(C)cc(C)n1)c1ccc(C)o1 | 0 | -4 |
| COc1ccc(C)cc1N1CC(C(=O)Nc2cccc(C(=O)NC3CC3)c2)CC1=O (stereo not given) | -1 | 0 |
| N#C/C(=C\c1c(N2CCOCC2)nc2ccccn2c1=O)C(=O)NC1CCS(=O)(=O)C1 (stereo not given) | 4 | 1 |
| COc1cccc(CN(C)C(=O)c2ccc(S(=O)(=O)Nc3cccc(C)c3C)cc2)c1OC | 6 | 1 |
| CCC1NC(=O)c2cc3ccccc3cc2-n2c1nc1cc(OC)c(OC)cc1c2=O (stereo not given) | -5 | -3 |
| S=c1[nH]cc2cnccn12 | -2 | 2 |
| CCOC(=O)C1=NN2C(O)C3(C)CC(C(=O)OCC)=NN3C(O)C2(C)C1 (stereo not given) | 1 | -2 |
| COc1ccc(NC(=O)c2ccc3c(c2)CCN3S(C)(=O)=O)cc1 | 3 | 0 |

Of the compounds above, these have a furan ring, fused or not:
| SMILES | Wnt bcat act | V-ATPase pHluor |
| --- | --- | --- |
| C#CCN(C[C@@H]1[C@@H](OC(=O)NCc2ccco2)[C@@H](OC(=O)NCc2ccco2)Cn2c(=O)ccc(=O)n21)S(=O)(=O)c1ccc(C)cc1 | -16 | -2 |
| O=C(c1ccoc1)N1CCN(c2cc(-c3ccccc3)nc3cc(-c4ccccc4)nn23)CC1 | -4 | 2 |
| COc1ccc2c(CC(=O)Nc3ccc4nc(N5CCOCC5)sc4c3)coc2c1 | -2 | -1 |
| O=C(NCc1ccccc1)/C(=C\c1ccc(F)cc1)NC(=O)c1ccco1 | 0 | 0 |
| C/C(=N\Nc1nc(C)cc(C)n1)c1ccc(C)o1 | 0 | -4 |

Next section.
| SMILES | Wnt bcat act | V-ATPase pHluor |
| --- | --- | --- |
| COc1ccc(C2CCc3cc4c(cc3C2=NOC(C)=O)OCO4)cc1OC (stereo not given) | 1 | 0 |
| Cc1ccc(C(=O)OCC(=O)Nc2ccc(C)c(S(=O)(=O)N3CCCCC3)c2)o1 | -5 | 1 |
| Cc1cc(C)nc(NC(=O)c2c(F)c(F)c(F)c(C(=O)Nc3cc(C)cc(C)n3)c2F)c1 | -1 | 0 |
| CC(=O)N1N=C2c3ccccc3CCC2C1c1ccc(F)cc1 (stereo not given) | 2 | -2 |
| CCOc1ccc(/C=C2\SC(=S)N(NC(=O)c3ccncc3)C2=O)cc1OC | 0 | 2 |
| Cc1ccc(S(=O)(=O)N2C[C@@H](C)[C@]3(C2)[C@H](O)[C@H](OC(=O)Nc2cccs2)C[C@H]2C(=O)N(c4ccccc4)C(=O)[C@H]23)cc1 | 0 | 3 |
| CSc1ncccc1C(=O)OCC(=O)N(C)Cc1ccc(C)cc1 | -1 | 1 |
| Cc1ccc(-n2nnnc2-c2ccccc2Br)cc1 | -1 | 0 |
| Cc1ccc(Cc2c(-c3ccc(Cl)cc3)nc3ccc(Cl)cn23)cc1 | 11 | 0 |
| CC(C)(C)Cc1c(-c2ccc(Cl)cc2)nc2ccc(Br)cn12 | -14 | 0 |
| COc1ccc(NC(=O)COC(=O)Cc2cccs2)cc1Cl | -1 | -1 |
| CC(=O)Oc1ccc2occ(C(=O)c3ccccc3)c2c1 | 0 | -1 |
| CCOc1ccc(CCNC(=O)COC(=O)c2ccc(C)c(S(=O)(=O)N3CCOCC3)c2)cc1OCC | 0 | -1 |
| CC1(C)Cc2nc3oc4c(SCC(N)=O)ncnc4c3cc2CO1 | 1 | -4 |
| CC(=O)N1CCC(C(=O)Nc2cc(S(=O)(=O)N3CCCCC3)ccc2C)CC1 | -2 | 0 |
| COc1ccc(NC(=O)c2ccc(COc3ccccc3Br)o2)c(OC)c1 | 4 | -3 |
| N#Cc1ccc2sn(-c3ccccc3)c(=O)c2c1 | 0 | 0 |
| CCN(CC1CCCO1)C(=O)CCc1nnc(CCc2ccccc2)o1 (stereo not given) | ? | -2 |
| COc1cccc(C(=O)NNS(=O)(=O)c2ccccc2)c1 | 2 | -2 |
| CCC/C(=N\NC(=O)C1CC1)c1ccccc1 | 2 | -1 |
| CCN(CC)C(=O)C1=C(C)N(Cc2ccc(C(C)(C)C)cc2)C(=O)C(CC(=O)NC(c2ccccc2)c2ccccc2)C1 (stereo not given) | -5 | -1 |
| Nc1ccc(N2N=C(N3CCCC3)CC2=O)cc1 | -5 | -3 |
| COc1ccc(-c2nc(S(=O)(=O)c3ccccc3)c(N3CCN(C)CC3)o2)cc1 | 0 | 2 |
| N#Cc1ccccc1COC(=O)c1cc(S(=O)(=O)N2CCOCC2)ccc1F | -4 | 1 |
| CC(=O)NNc1nc(-c2ccccc2)c2cc(Cl)ccc2n1 | -3 | -2 |
| CN(C)c1nn2c(-c3ccccc3)nnc2o1 | -1 | 2 |
| Cc1cccc(NC(=O)c2cccc(S(=O)(=O)N(C)C3CCCCC3)c2)n1 | -1 | 0 |
| O=C(Nc1ccc(F)cc1F)Nc1ccccc1C(=O)NCCN1CCNC1=O | -1 | 1 |
| Cc1cc(C)nc(NS(=O)(=O)c2ccc(NS(=O)(=O)c3ccc(F)c(F)c3)cc2)n1 | 7 | 0 |
| Cc1ccc(S(=O)(=O)Nc2ccc3c(c2)C(=O)N([C@H](C)CO)C[C@H](C)[C@H](CN(C)C(=O)Nc2cccc4ccccc24)OCCCC[C@@H](C)O3)cc1 | -4 | 0 |
| CNC[C@@H]1Oc2cc(Br)ccc2S(=O)(=O)N([C@@H](C)CO)C[C@@H]1C | -1 | -2 |
| CC(C)CC1C(=O)N(Cc2cn(CCC3OCCCO3)nn2)CCS(=O)(=O)N1Cc1ccc(-c2ccccc2)cc1 (stereo not given) | -3 | 0 |
| Cc1cn([C@H]2C[C@H](O)[C@@H](CNCc3ccc4ncccc4c3)O2)c(=O)[nH]c1=O | -2 | 1 |
| COc1ccc(CN2CCN(C(=O)c3ccccc3C(=O)c3ccccc3)CC2)cc1F | -5 | 1 |
| CC1=C(C(=O)N(C)C)CC(CC(=O)NCc2cccc3ccccc23)C(=O)N1CCCN1CCCC1=O (stereo not given) | -1 | 1 |
| COc1ccc(C(=O)N2CCOC2CNC(=O)C(=O)NCc2ccc(C)cc2)cc1 (stereo not given) | -2 | 1 |
| CCCCCC(=O)N1C[C@@H](n2cc(COC(=O)c3ccccc3)nn2)[C@H](O)C[C@@H]1c1ccc(OC)cc1 | -3 | -2 |
| C[C@@H]1CN([C@@H](C)CO)C(=O)CCCn2nncc2CO[C@@H]1CN(C)S(=O)(=O)c1ccc(-c2ccccc2)cc1 | -3 | 1 |
| CC(=O)Oc1cc2c(cc1OC(C)=O)C(=O)CCCC2 | -3 | -1 |
| O=C1NC(=O)C(=CC=Cc2ccccc2)S1 | 18 | -1 |
| Cc1cc(C)cc(OCC(=O)O/N=C(\N)c2cccnc2)c1 | 4 | 1 |
| C[C@@H]1CN([C@@H](C)CO)C(=O)CCCn2nncc2CO[C@H]1CN(C)S(=O)(=O)c1ccc(F)cc1 | 0 | 0 |
| COc1cc(/C=C/CNC[C@H]2O[C@@H](n3ccc(N)nc3=O)[C@H](O)[C@@H]2O)ccc1O | -1 | -2 |

An excerpt (hit frequency here may not be typical).
